PGE2 EP2 inh: blocks the human prostaglandin E2 receptor EP2; C6 glioma cells expressing human EP2, cAMP TR-FRET; cells stimulated with saturating PGE2; inhibition, % at 25 µM; actives 0.52% (n = 260,000);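 active means percent inhibition above 40 after rounding to a whole number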;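 further: rat C6 glioma host cells with rolipram phosphodiesterase inhibitor present; the protocol text gives 20 µM as final concentration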
Target sequence (P43116 whole entry, looked up): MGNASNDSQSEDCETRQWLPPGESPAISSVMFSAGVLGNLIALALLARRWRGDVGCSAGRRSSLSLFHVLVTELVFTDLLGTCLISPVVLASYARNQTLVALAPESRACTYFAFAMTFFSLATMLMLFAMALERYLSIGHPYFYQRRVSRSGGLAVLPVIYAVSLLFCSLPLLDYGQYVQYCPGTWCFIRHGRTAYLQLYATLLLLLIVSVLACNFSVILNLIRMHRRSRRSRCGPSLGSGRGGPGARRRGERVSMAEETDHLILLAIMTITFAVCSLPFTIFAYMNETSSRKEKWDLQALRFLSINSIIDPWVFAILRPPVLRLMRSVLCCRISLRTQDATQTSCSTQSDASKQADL
EP2 mod: EP2 receptor (human) modulation. P43116. induction, % at 25 µM. EP2-expressing cells, cAMP HTRF FRET, PGE2 co-stimulation. actives 0.83% (n = 260,000);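 active means compounds whose cAMP rise, as percent of the full-agonist control response, exceeds 60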;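 further: rat C6 glioma line stably carrying human EP2 under a CMV promoter; the protocol text gives 20 µM as final concentration; 100% = response of wells given 1 µM PGE2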
An asterisk follows results filed as active. The list is partial; the hit share may differ from the screen's.

A first look:
SMILES | PGE2 EP2 inh | EP2 mod
CCC(C)(C)n1nnnc1C(c1cc2cc(C)ccc2[nH]c1=O)N1CCN(C2CCCCC2)CC1 (configuration not stated) | 8.1 | -74.2
CCOC(=O)Cn1cnc2scc(-c3ccc(C)c(C)c3)c2c1=O | 11.1 | -22.7

The list itself (from the top)
SMILES | PGE2 EP2 inh | EP2 mod
CCC(C)(C)n1nnnc1C(c1cc2cc(C)ccc2[nH]c1=O)N1CCN(C2CCCCC2)CC1 (configuration not stated) | 8.1 | -74.2
CCOC(=O)Cn1cnc2scc(-c3ccc(C)c(C)c3)c2c1=O | 11.1 | -22.7
Cc1cc2cc(CN(CCO)C(=S)NCCc3ccccc3)c(=O)[nH]c2cc1C | 17.3 | -43.3
Cc1nc(C)n(CCC(=O)O)n1 | 11.6 | 3.2
Cn1c(CN2CCOCC2)nnc1SCC(=O)Nc1ccc(Cl)cc1Cl | 7.6 | 19.6
CC1CCc2c(sc(NC(=O)c3ccco3)c2C#N)C1 (configuration not stated) | 13.4 | -62.6
CCCc1[nH]nc2c1C(c1ccc3c(c1)c1ccccc1n3CC)C(C#N)=C(N)O2 (configuration not stated) | 1.2 | 34.4
Cc1ccsc1CN(CCCO)Cc1ccc(F)c(F)c1 | 2.6 | 23.7
CCCc1ncc(CN2CC3CCCC(C2)C3(O)c2ccc(OC)cc2)cn1 (configuration not stated) | 9.8 | -109.0
Cn1nc(C(C)(C)C)cc1C(=O)N1CCC2(CC1)NC(=O)c1ccccc1N2 | 8.2 | -6.1
O=C(O)c1ccc(S(=O)(=O)N(Cl)Cl)cc1 | 12.2 | 15.9
CCCCCCCCCCCC[C@H](C(=O)O)[C@@H](C)C(=O)O | 14.7 | 22.8
COc1ccc(Cl)cc1NC(=O)Cn1nc(-c2ccccc2)ccc1=O | 7.2 | -78.1
C=CCn1c(SCC(=O)Nc2ccc(OCC)cc2)nc2sc(C)cc2c1=O | 12.2 | -17.6
CCNC(=S)N(Cc1ccco1)Cc1cc2ccc(C)cc2[nH]c1=O | 11.4 | -76.4

A draw from above in order of length of the SMILES, rising.
SMILES | PGE2 EP2 inh | EP2 mod
O=C(O)c1ccc(S(=O)(=O)N(Cl)Cl)cc1 | 12.2 | 15.9
Cn1c(CN2CCOCC2)nnc1SCC(=O)Nc1ccc(Cl)cc1Cl | 7.6 | 19.6
CCCc1ncc(CN2CC3CCCC(C2)C3(O)c2ccc(OC)cc2)cn1 (configuration not stated) | 9.8 | -109.0
C=CCn1c(SCC(=O)Nc2ccc(OCC)cc2)nc2sc(C)cc2c1=O | 12.2 | -17.6

Next section.
SMILES | PGE2 EP2 inh | EP2 mod
C=C[C@@](C)(O)CCC1C(=C)C[C@H](OC(C)=O)C2C(C)(C)CCCC12C (some centres not stated) | 10.8 | 33.9
CCOc1ccccc1N=c1oc2c(OC)cccc2cc1C(=O)Nc1nccs1 | 3.8 | 27.1
COc1cccc(-c2nnc(SCC(N)=O)n2C)c1 | 6.8 | -9.0
CCOc1cc(Cl)c(S(=O)(=O)NCc2cccnc2)cc1Cl | 9.4 | -59.7
Cc1ccc2nc(N3CCOCC3)c(C#N)cc2c1 | 7.1 | -37.0
CNC(=O)C1CCCN(S(=O)(=O)c2ccc(F)cc2)C1 (configuration not stated) | 5.5 | 12.7
COc1ccc(C(=O)COC(=O)CNC(=O)c2cccs2)cc1Br | 6.1 | 8.0
COc1ccc(C(CNC(=O)c2cccc3ncccc23)c2c[nH]c3ccccc23)cc1 (configuration not stated) | 11.3 | -1.4
COC(=O)c1c(NC(=O)c2ccc(C)cc2)sc(C(=O)Nc2cccc(OC)c2)c1C | 11.4 | 16.9
O=C(Cn1ncc2ccccc2c1=O)N1C2CCC1CC(c1ccc(F)cc1)C2 (configuration not stated) | 3.0 | -64.5
CNS(=O)(=O)c1ccc(F)c(C(=O)Nc2nc3c(s2)CCc2c-3cnn2C)c1 | 6.2 | -35.9
COc1ccc(-c2cc(C(F)(F)F)nc(SCCC(=O)NC3CCCC3)n2)cc1 | 9.1 | -12.9
O=C1CCc2cc(S(=O)(=O)N(Cc3cccnc3)C3CC3)ccc2N1 | 2.9 | -24.7
COC(=O)c1cc(NC(=O)c2oc3ccccc3c2C)cc(C(=O)OC)c1 | 9.2 | 1.2
Cc1cc(NS(=O)(=O)c2ccc(NC(=S)NC(=O)/C=C/c3ccccc3)cc2)no1 | 33.4 | -132.4
COc1ccc2c(c1)C1(SC(NC(C)=O)=NN1C(C)=O)C(=O)N2C(C)=O (configuration not stated) | 13.6 | 7.3
CCn1c(N2CCN(Cc3ccccc3)CC2)nc2c1c(=O)[nH]c(=O)n2C | 13.0 | -21.9
O=C(CSc1nnc(-c2ccncc2)n1C1CCCCC1)Nc1cccc2ccccc12 | 17.6 | -41.0
O=C(CN1C(=O)C2C3C=CC(C4CC34)C2C1=O)N1CCC(c2ccncc2)CC1 (configuration not stated) | -0.4 | -15.3
O=C(CN1C(=O)c2ccccc2S1(=O)=O)Nc1ccc(F)c(Cl)c1 | 12.9 | -94.3
Oc1ccccc1Nc1nc(-c2cccnc2)nc2ccccc12 | 10.7 | -66.5
Cn1c2c(c(=O)n(C)c1=O)C(c1cccc(O)c1)C1=C(N2)c2ccccc2C1=O (configuration not stated) | 10.4 | -6.3
O=C(Nc1ccc(O)c2ncccc12)C12CC3CC(CC(C3)C1)C2 | 11.7 | -29.7
CCOc1ccc(-n2nnnc2SCC(=O)N2CCN(C)CC2)cc1 | 10.5 | 10.6
COCCn1c(SCC(=O)N2CCCCC2)nnc1-c1ccccc1 | 9.2 | -6.1
Cc1ccccc1C(NC(=O)c1cccc(-n2cnnc2)c1)c1ccncc1 (configuration not stated) | 6.7 | 5.1
CC[N+](C)(C)Cc1ccco1 | 10.3 | 0.2
Cc1ccc2nc3sc(C(=O)Nc4sc(C)c(C)c4C#N)c(N)c3cc2c1 | 14.3 | -34.0
Cc1nc2sc3c(c2c2nnc(SCC(=O)c4ccc(F)cc4)n12)CCCC3 | 10.0 | 6.0
Cc1cc2cc(C)c(SCC(=O)Nc3ccc4c(c3)OCO4)nc2cc1C | 6.8 | 5.8
CCc1cccc(CC)c1NC(=O)CN1CCC(n2nnc3cc(C)ccc32)CC1 | 7.7 | -25.5
Cn1cc(-c2cc(C(=O)NC3(c4ccccc4)CCCC3)[nH]n2)cn1 | 10.2 | -43.6
CCC(=O)N1CCc2cc(-c3csc(NC(=O)c4cccc(F)c4)n3)ccc21 | 24.3 | -19.8
CC(C(=O)NCCn1nc(-c2cccs2)oc1=O)c1ccccc1 (configuration not stated) | 6.0 | 4.8
CCOc1ccc2[nH]c(=O)c(CN(Cc3nnnn3Cc3ccc(F)cc3)C3CCCC3)cc2c1 | 12.9 | 24.3
Cc1cc2c(cc1C)C(O)CC1(CCN(CC(O)c3ccc4c(c3)CCC4)CC1)O2 (configuration not stated) | 4.8 | -78.2
COc1ccc2[nH]c(=O)c(CN(C(=S)NC(C)c3ccccc3)C3CCCC3)cc2c1 (configuration not stated) | 44.8* | 5.4
CC(C)(C)NC(=O)Cn1nc(-c2cccs2)n(-c2ccncc2)c1=O | 3.4 | -15.8
COc1ccc(NC(=S)N(Cc2ccco2)Cc2cc3c(C)cc(C)cc3[nH]c2=O)cc1 | 13.1 | 0.1
Cc1nnc(SCC(=O)Nc2ccc(Oc3ccccc3)cc2)[nH]c1=O | 7.6 | 7.8
COCCCn1c(SCC(=O)Nc2ccc(C)cc2C)nnc1-c1ccoc1C | 9.1 | -25.5
COc1cccc(OC)c1NC(=O)C1CCCN1C(=O)Nc1ccc(C)cc1 (configuration not stated) | 22.9 | -16.2
Cc1nc2ccc(NC(=O)c3ccncc3)cc2s1 | 14.2 | -22.9
Cc1cc2cc(C)c(SCC(=O)Nc3ccccc3C)nc2cc1C | 12.9 | -11.0
C=CCn1c(COc2cccc(C)c2C)n[nH]c1=S | 5.4 | 33.9
COc1ccccc1NC(=O)N1CCC(NC(=O)C2CCCCC2)CC1 | 0.2 | 2.0
Cn1c(=O)[nH]c(=O)c2c1nc(N1CCCC1)n2CC(=O)c1ccccc1 | 11.7 | 13.6
O=C(COc1ccc(S(=O)(=O)N2CCCC2)cc1)Nc1ccccc1F | 7.2 | -29.4
COc1ccc(NC(=O)CSc2nc(N)cc(N)n2)cc1 | 6.6 | -14.3
O=C1CN(C(=O)CSc2nc(C3CCCCC3)nc3ccccc23)c2ccccc2N1 | 7.2 | 54.7
C=C(C)Cn1c(Sc2ccccc2)nc2c1c(=O)[nH]c(=O)n2C | 6.8 | 21.0
COc1ccc(-c2nnc3c4cnn(-c5cccc(C)c5)c4ncn23)cc1OC | 14.1 | -15.5
Cc1ccc(NC(=O)CSc2nnc3c(n2)[nH]c2c(C)ccc(C)c23)c(Br)c1 | 11.6 | 21.8
CCc1cc2cc3c(cc2nc1SCC(=O)NNC(=O)c1cccc(C)c1)OCO3 | 10.4 | -4.4
O=C(CSc1nnc(-c2cccnc2)n1Cc1ccco1)Nc1ccc2c(c1)OCCO2 | 7.7 | -1.6
COc1ccc(NC(=O)CSc2nc(-c3ccc(OC)cc3)cc(C(F)(F)F)n2)cc1 | 10.9 | -10.7
CCn1c(SCC(=O)Nc2cccc(I)c2)nnc1-c1ccccc1 | 15.8 | -21.4
CC(C)[C@H](Cn1nc(-c2ccc(F)c(F)c2)ccc1=O)NC(=O)c1cccnc1 | 8.7 | -9.4
CCC(C)(C)NC(=O)CN(C(=O)CCC(=O)Nc1ccccn1)c1ccc(C(C)C)cc1 | 10.6 | 2.0
CC(C)=CC(=O)Nc1nnc(Cc2ccccc2)s1 | 7.6 | -32.4

Following part.
SMILES | PGE2 EP2 inh | EP2 mod
O=C(Nc1ccccc1F)N(Cc1nc2ccccc2c(=O)[nH]1)Cc1cccs1 | 9.4 | 26.7
CCOc1ccccc1NC(=O)N1CCC(n2cnc3cc(F)ccc32)CC1 | 14.1 | 22.8
O=C(Cn1nc(-c2ccoc2)oc1=O)N1CCCCC1 | 6.0 | 10.6
COc1ccc(N2CC(C(=O)OCC(=O)Nc3ccccc3Cl)CC2=O)cc1 (configuration not stated) | 10.1 | -76.4
COc1ccc(S(=O)(=O)N(Cc2cccnc2)Cc2cc3cc(OC)c(OC)cc3[nH]c2=O)cc1 | 11.3 | -89.9
O=C(NC1CCCC1)C1CCN(C(=O)c2ccccc2Cl)CC1 | 8.8 | -81.7
CCOc1ccc(NC(=O)c2sc(NC(=O)c3ccccc3Cl)c(C(=O)OC)c2C)cc1 | 15.0 | -8.8
COc1ccc(-n2c(SCC(=O)NC3CCCCC3)nnc2-c2ccccc2OC)cc1 | 6.5 | 13.5
COc1cc2c(cc1C1C(C#N)=C(N)Oc3n[nH]c(C)c31)OCO2 (configuration not stated) | 9.1 | -106.7
Clc1c(-c2nnc(-c3ccc(N4CCOCC4)cc3)o2)sc2ccccc12 | 11.2 | -13.2
NC(=O)c1nnn(Cc2cc(Cl)c(C(=O)c3ccc(Cl)cc3)c(Cl)c2)c1N | 44.2* | -14.9
Cc1occc1-c1nnc(SCC(=O)NC2CCCC2)n1CCc1ccccc1 | 9.9 | -47.2
O=C(NC1CCN(C(=O)NCc2ccccc2)CC1)C1CCCCC1 | 7.5 | -22.9
COc1ccc(C)cc1NC(=O)CSc1nnc(Cc2ccccc2)n1C | 11.7 | -14.8
CCOc1cc(C2NC(=O)NC(C)=C2C(=O)Nc2ccccc2C)ccc1OCC(=O)O (configuration not stated) | 15.6 | -1.3
COc1ccc(NC2=NS(=O)(=O)c3ccccc32)c(OC)c1 | 10.8 | 7.7

Two successive entries from above, quoted:
SMILES | PGE2 EP2 inh | EP2 mod
O=C(Nc1ccccc1F)N(Cc1nc2ccccc2c(=O)[nH]1)Cc1cccs1 | 9.4 | 26.7
CCOc1ccccc1NC(=O)N1CCC(n2cnc3cc(F)ccc32)CC1 | 14.1 | 22.8

Seven compounds picked at random from those above, as already listed:
SMILES | PGE2 EP2 inh | EP2 mod
COc1ccc(S(=O)(=O)N(Cc2cccnc2)Cc2cc3cc(OC)c(OC)cc3[nH]c2=O)cc1 | 11.3 | -89.9
COc1ccc(C)cc1NC(=O)CSc1nnc(Cc2ccccc2)n1C | 11.7 | -14.8
O=C(NC1CCCC1)C1CCN(C(=O)c2ccccc2Cl)CC1 | 8.8 | -81.7
COc1cc2c(cc1C1C(C#N)=C(N)Oc3n[nH]c(C)c31)OCO2 (configuration not stated) | 9.1 | -106.7
COc1ccc(-n2c(SCC(=O)NC3CCCCC3)nnc2-c2ccccc2OC)cc1 | 6.5 | 13.5
COc1ccc(NC2=NS(=O)(=O)c3ccccc32)c(OC)c1 | 10.8 | 7.7
CCOc1ccc(NC(=O)c2sc(NC(=O)c3ccccc3Cl)c(C(=O)OC)c2C)cc1 | 15.0 | -8.8

Compound activity from PubChem BioAssay.
